# SMARCA2 activ: SMARCA2 (BRM) function activators, primary screen, cell-based, luminescence, high throughput. MG213 cells, MMTV-luciferase reporter, dexamethasone, overnight. activation, % at 9.1 µM. 370,000 compounds, 1% hits. AID 652017, 2013; in the data active = activation above about 7.8%;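 also: 0% = vehicle wells and 100% = reference activator wells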
# DAX1 inh-1: DAX1 (NR0B1) inhibitors on StAR promoter, primary screen, cell-based, luminescence, SF-1 (NR5A1), full-length DAX-1; HEK293T StAR-luciferase reporter, SF-1/DAX-1 repression relief; inhibition, % at 6.8 µM; AID 652010, 2013; 370,000 compounds, 1.1% hits;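 active = inhibition above the mean over all tested compounds plus 3 SD, cut at about 3.6% in these data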;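 also: 0% = DAX-1 cells with DMSO and 100% = cells lacking DAX-1 with DMSO; higher inhibition means more luminescence from relief of DAX-1 repression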
# hcDAF12 agonist: H. contortus DAF-12 nuclear receptor activators, primary screen, cell-based, luminescence, HEK293, lit1-tk-luc reporter. AID 652067, 2013. activation, % at 6.8 µM. 370,000 compounds, 1.4% hits. HEK293 hcDAF-12 lit1-tk-luc reporter; 0% DMSO, 100% Δ7-dafachronic acid;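 active = activation above the mean of all tested compounds plus 3 SD, cut at about 5.5% in these data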;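 also: 100% = response to 3 µM Δ7-dafachronic acid high control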
# hgDAF-12 ag: H. glycines DAF-12 receptor agonists, primary screen, cell-based, luminescence, HEK293, GAL4 fusion, UAS-luciferase | activation, % at 6.8 µM | HEK293 GAL4-hgDAF12 UAS-luciferase reporter, agonist luminescence; normalized to butyrate control | Nuclear hormone receptor DAF-12 (Heterodera glycines), GAL4 fusion | 370,000 compounds, 1.8% hits;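 active = activation above a cutoff set at the mean of all screened compounds plus 3 SD, cut at about 10% in these data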;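 also: 0% = DMSO wells and 100% = sodium butyrate wells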
# MBD2 inh: inhibitors of MBD2 binding to methylated DNA, primary screen, biochemical, TR-FRET, DNA-binding domain, human; MBD2 binding to methylated oligonucleotide; inhibition, % at 4.4 µM; 370,000 compounds, 0.31% hits; in the data active = inhibition above about 13%
# PLC-gamma1 inh: PLC-gamma1 enzyme inhibitors, primary screen, biochemical, fluorescence, purified enzyme; inhibition, % at 12.2 µM; fluorogenic substrate; 1-phosphatidylinositol 4,5-bisphosphate phosphodiesterase gamma-1 (Homo sapiens), P19174; 370,000 compounds, 0.84% hits; in the data active = inhibition above about 9.5%
# Rev-erbA mod: modulators of Rev-erb alpha DNA binding, primary screen, biochemical, FITC-DNA, fluorescence polarization, uHTS | Rev-erbα–FITC-DNA binding, 90 min | AID 1259318, 2017 | activity, % at 10 µM | 370,000 compounds, 0.79% hits | Nuclear receptor subfamily 1 group D member 1 (Homo sapiens), P20393;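 active = activity above about 14%, limit read from the data; passing the limit was not always enough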;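 also: 0% = DMSO wells with 35 nM protein and 100% = DMSO wells with 750 nM protein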
# ADAM17 inh: ADAM17 inhibitors, primary screen, biochemical, QFRET. Disintegrin and metalloproteinase domain-containing protein 17 (Homo sapiens), P78536. recombinant ADAM17, EDANS/DABCYL FRET peptide cleavage. inhibition, % at 6.95 µM. 370,000 compounds, 0.83% hits. AID 720648, 2013;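 active = inhibition above the mean of compounds lying between control limits plus 3 SD, set per campaign, cut at about 8.5% in these data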;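 also: 0% = DMSO-only wells as the low control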
# Target sequence (P78536 215-824 limits assumed): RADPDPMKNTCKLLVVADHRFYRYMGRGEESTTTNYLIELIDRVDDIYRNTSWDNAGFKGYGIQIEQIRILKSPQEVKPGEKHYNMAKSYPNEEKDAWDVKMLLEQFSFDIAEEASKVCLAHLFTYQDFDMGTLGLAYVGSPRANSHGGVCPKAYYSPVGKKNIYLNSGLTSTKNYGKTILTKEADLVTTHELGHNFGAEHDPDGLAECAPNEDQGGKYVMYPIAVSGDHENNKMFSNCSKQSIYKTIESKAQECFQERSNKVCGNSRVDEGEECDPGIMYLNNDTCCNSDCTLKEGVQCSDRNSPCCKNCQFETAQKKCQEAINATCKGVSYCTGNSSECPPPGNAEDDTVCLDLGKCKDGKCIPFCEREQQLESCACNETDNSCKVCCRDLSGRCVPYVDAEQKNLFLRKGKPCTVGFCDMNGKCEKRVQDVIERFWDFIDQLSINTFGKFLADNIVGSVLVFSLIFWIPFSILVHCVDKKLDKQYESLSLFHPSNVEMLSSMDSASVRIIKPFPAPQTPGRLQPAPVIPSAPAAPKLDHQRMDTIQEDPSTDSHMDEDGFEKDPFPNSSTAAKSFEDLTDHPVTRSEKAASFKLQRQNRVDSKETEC
# PLCb3 inh: human PLC-beta3 inhibitors, primary screen, biochemical, fluorescence. 370,000 compounds, 0.18% hits. inhibition, % at 12.2 µM. 1-phosphatidylinositol 4,5-bisphosphate phosphodiesterase beta-3 (Homo sapiens), Q01970. Purified PLC-beta3, fluorogenic substrate; in the data active = inhibition above about 11%;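 also: 0% = median of compound wells on plate and 100% = full blocker control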
# ssDAF-12 act: S. stercoralis DAF-12 nuclear receptor activators, primary screen, cell-based, luminescence, HEK293, GRIP1 co-expression, lit1-tk-luc. HEK293 ssDAF-12/GRIP1 lit1-tk-luc reporter; % of 3 µM dafachronic acid response. activation, % at 6.8 µM. 370,000 compounds, 1% hits. AID 652126, 2013;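 active = activation above the mean over all tested compounds plus 3 SD, cut at about 0.9% in these data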;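 also: 0% = DMSO-only wells and 100% = 3 µM delta7-dafachronic acid wells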
# DAX1 inh-2: DAX1 (NR0B1) inhibitors, primary screen, cell-based, HEK293, Gal4-DAX1, luciferase luminescence; Nuclear receptor subfamily 0 group B member 1 (Homo sapiens), P51843; HEK293 Gal4-DAX1 luciferase reporter; inhibition, % at 6.75 µM; 340,000 compounds, 0.99% hits; AID 504766, 2011;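 active = inhibition above the mean over all tested compounds plus 3 SD, cut at about 4.2% in these data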;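 also: 0% = DAX1-transfected cells with DMSO and 100% = empty-vector control cells with DMSO; inhibition shows as a rise in luminescence from relieved DAX1 repression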
# Target sequence (P51843 207-470 limits assumed): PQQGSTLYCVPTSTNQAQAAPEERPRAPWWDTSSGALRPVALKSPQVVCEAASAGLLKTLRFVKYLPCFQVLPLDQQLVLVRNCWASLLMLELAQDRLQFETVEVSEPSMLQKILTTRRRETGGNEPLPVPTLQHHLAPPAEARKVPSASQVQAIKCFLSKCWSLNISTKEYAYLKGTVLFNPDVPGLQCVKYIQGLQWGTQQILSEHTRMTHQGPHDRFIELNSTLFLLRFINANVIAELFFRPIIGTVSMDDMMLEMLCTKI
# * hit, by the source's call; nt = not tested or not shown.
# Values run as follows: SMARCA2 activ, DAX1 inh-1, hcDAF12 agonist, hgDAF-12 ag, MBD2 inh, PLC-gamma1 inh, Rev-erbA mod, ADAM17 inh, PLCb3 inh, ssDAF-12 act, DAX1 inh-2
> Cc1ccc2[nH]c(=O)c3cc(C(=O)N(C)Cc4ccco4)sc3c2c1
    8.4*, 0.0, -1.9, 0.4, -2, -234, 3, -338, -316, -1.4, -0.4
> COc1ccc(NC(=O)c2ccccc2Cl)c(NC(=O)c2ccco2)c1
    0, -0.6, -1.3, -0.9, -7, 2, -1, 0, -6, -0.8, -0.3
> CS(=O)(=O)N(CC(=O)NCc1ccccc1)Cc1ccc(Cl)cc1
    2, -0.8, -1.9, -0.4, -1, 2, -4, -2, 5, -1.3, 0.3
> COc1ccc(C(=O)Nc2cccnc2)cc1OC
    3, 0.4, 0.5, -0.3, 1, 0, -3, -8, -2, -1.5, 0.5
> CCCc1nc2ccc(C)cn2c1Cc1ccsc1
    -2, 1.6, 5.6*, 5.3, 16*, -24, 5, -20, -31, -0.1, nt
> CC(C)Cc1nc2sc3c(c2c(=O)n1N)CC(C)(C)OC3
    -1, -0.6, -0.2, -2.9, -1, 1, -3, -2, -7, -0.5, -0.4
> CC(C)(Oc1ccc(Cl)cc1)C(=O)N(Cc1ccccc1)c1ccccn1
    -4, -0.6, -1.4, -0.5, 4, 0, -3, -1, 1, -1.4, -1.0
> COc1ccc(C(=O)NNC(=O)CSc2nnc(C(C)C)n2C)cc1
    -2, 0.2, 1.7, 0.8, 4, 1, 0, -3, 0, -0.4, 0.4
> CCN(CC)CCNC(=O)c1ccc(NC(=O)c2ccc3c(c2)CCC3)cc1
    5, 1.0, 3.5, 3.9, 0, 0, 1, 0, -8, -1.4, 1.1
> Cc1cc(C(=O)NCc2ccc3c(c2)OCO3)c(C)o1
    5, -0.6, -1.1, -2.1, 0, 0, -1, -2, -6, -1.9, -0.5
> COCCN1C(=O)CC(NNC(=O)c2ccc(S(=O)(=O)N3CCCC3)cc2)C1=O (centres undefined)
    0, -0.4, 0.0, -1.4, -3, 1, 0, -2, -4, -1.2, -0.4
> O=C(O)c1cn[nH]c1-n1cnnn1
    -4, 0.3, -0.2, -1.0, 2, 4, -5, -4, 2, -0.4, 0.3
> Cc1ccc(S(=O)(=O)N(C)C)cc1NC(=O)CN1C(=O)NC(Cc2ccccc2)C1=O (centres undefined)
    1, 0.7, -0.3, 0.3, 1, 0, 4, 4, 0, -1.1, 0.7
> COc1ccc(S(=O)(=O)NCC2CCCN(C(=O)c3cccs3)C2)cc1 (centres undefined)
    -4, -0.3, -1.6, -1.3, 1, 9, -2, 4, 3, -1.3, -0.5
> COc1ccccc1NC(=O)COc1ccc(C(=O)NCC2CCCO2)cc1OC (centres undefined)
    0, -0.9, -1.2, -3.2, 2, 0, -3, -4, -9, -1.2, 0.0
> C=CCN1[C@H](Cc2ccccc2)COc2cc(F)ccc2S1(=O)=O
    -1, -1.5, -3.6, 3.0, 3, 2, 4, 1, 1, -1.6, nt
> CN(Cc1ccccc1F)C(=O)CCCNC(=O)c1ccc(Cl)cc1
    -4, 0.1, -1.4, -2.0, 3, 11*, 1, 2, -4, -0.6, -0.8
> C/C(=N\NC(=O)c1ccccc1F)c1ccc2c(c1)Nc1ccccc1S2
    0, 1.2, -0.1, 11*, -8, -22, 2, 5, -25, -1.4, 0.0
> COc1ccc(NC(=O)c2ccc(OC)cc2)cc1
    2, 4.6*, 4.8, 15*, -1, 11*, 0, -3, 2, 0.9*, 2.5
> CCOC(=O)c1cnc(SSc2ncc(C(=O)OCC)c(N)n2)nc1N
    -3, -0.1, -1.1, 2.1, 3, -4, -4, -3, -5, -1.2, 1.1
> O=C1c2ccccc2C(c2nnnn2Cc2ccccc2)N1CCOc1ccccc1 (centres undefined)
    0, 7.2*, 8.2*, 19*, 2, 2, 1, -1, 4, 0.3, nt
> O=C(Cn1cnc2c(OCc3ccccc3)ncnc21)NCCN1CCOCC1
    -1, -0.9, 1.6, 3.7, -4, 1, 9, -1, 2, -0.1, -0.1
> C=CCN1C(=O)C2(OCCCO2)c2cccc(C)c21
    -2, -0.3, -1.5, -1.9, 2, -1, 4, -1, -6, -0.6, -0.3
> Cc1ccc(Cl)cc1N(CC(=O)NCc1ccccc1)S(C)(=O)=O
    -2, -0.5, -2.9, 0.3, 8, -4, 5, -8, -9, -1.6, 1.5
> COc1ccc(S(=O)(=O)N2CCC(C(=O)N3CCc4ccccc4C3)CC2)cc1OC
    -2, -0.1, -1.6, -4.8, 1, 1, 6, -3, -5, -1.5, -1.6
> CCCCN=C1NC(=O)C(CC(=O)Nc2ccc(Cl)cc2)S1 (centres undefined)
    -5, -0.3, -1.2, -3.5, -3, 2, 4, -1, 1, -1.6, -0.2
> COc1ccc([C@@H]2COc3c(ccc4c3C=CC(C)(C)O4)C2)c(OC)c1
    1, 0.9, -1.1, 9.5, 1, 6, 4, -1, 7, -1.3, -2.0
> O=c1[nH]c(-c2ccc(-c3cccc(Cl)c3)o2)nc2ccccc12
    5, 1.6, 1.8, 8.4, 1, -36, 0, -9, -57, -0.4, 3.3
> CC(C)CN1C(=O)c2ccc(NC(=O)C3CC3)cc2C1=O
    -2, -0.1, 0.8, 1.1, -1, -81, -2, -23, -123, -1.2, 0.8
> Cc1ccc(-c2nc(SC(C)C(=O)N3CCCC3)n[nH]2)cc1 (centres undefined)
    0, 0.2, -1.0, 2.8, -1, 1, -3, -1, -7, -0.9, -0.1
> CN(CC1CCOCC1)C(=O)CC1C(=O)NCCN1C/C=C/c1ccccc1 (centres undefined)
    -5, 0.7, -1.1, -1.2, 1, -2, -3, -6, 0, -1.4, 1.4
> Cc1ccc(C(=O)NCc2nnc(SCC(=O)Nc3sc4c(c3C#N)CCCC4)n2C)cc1
    2, -0.6, -1.3, -1.2, 4, 3, 5, -4, -1, -0.8, 0.3
> CCC(CC)C(=O)OCC(=O)Nc1cccc([N+](=O)[O-])c1
    -2, 0.4, 0.6, 1.7, -3, 0, 1, -1, 3, -1.2, 1.4
> Cc1ccc(S(=O)(=O)Oc2ccccc2N2C(=O)C3C4CCC(C4)C3C2=O)cc1 (centres undefined)
    -3, -0.2, 1.4, -0.1, 1, 1, 9, -2, -2, -1.1, 3.1
> CC(C)Oc1cc(F)ccc1-c1cc(C(=O)Nc2ccc(F)cc2)[nH]n1
    0, -2.2, -1.9, 0.0, 0, 1, -2, 2, 3, -1.0, nt
> Cc1ccc(OCC(=O)NCCO)cc1C
    10*, 0.3, 0.5, 1.5, -1, -2, -5, 1, -1, -1.9, -0.4
> COc1ccc(C(C(=O)NCC2CCCO2)N(C(=O)CNC(=O)c2ccco2)c2ccccc2)cc1OC (centres undefined)
    -2, -0.2, -3.0, -0.7, 1, -2, 7, -2, -6, -0.6, -1.7
> O=C(Oc1cccc(-n2cnnn2)c1)c1ccco1
    -3, 0.4, -0.6, 0.0, 2, 2, -2, -4, 1, -0.6, -0.2
> COc1ccc(-c2ccc(CN3C(C)C(=O)N(Cc4cn(CCC5OCCO5)nn4)CCS3(=O)=O)cc2)cn1 (centres undefined)
    -4, -1.7, -0.8, -1.2, -2, 3, -7, 5, 2, -1.6, -2.1
> CCCCC(=O)Nc1cccc(NC(=S)NC(C)=O)c1
    -2, -0.6, -2.2, 2.2, 1, -1, -9, 1, 3, -0.7, -0.8
> CC(C)(C)[C@@H]1CCC(=O)N(CC[C@H](Sc2ccc(Br)cc2)c2ccccc2)CC1
    -1, 0.1, -0.7, -2.7, 0, -1, 4, -1, 1, -1.3, 0.4
> CCOC(=O)N1CCN(C(=O)c2ccc3c(c2)N(Cc2cc(C)ccc2C)C(=O)c2ccccc2S3=O)CC1 (centres undefined)
    -3, -0.2, -0.3, 0.5, -3, 2, -5, -2, -9, -1.0, -0.7
> Cc1ccc(-c2c(C#N)c(N)n3c(nc4ccccc43)c2C#N)cc1
    -1, -0.1, -1.6, -1.9, -5, -171, -1, -7, -169, -1.4, -2.3
> Cc1cc(NC(=O)CSc2nc(=O)cc(N)n2-c2ccc(F)cc2)no1
    1, 0.9, 1.9, 1.4, 1, -1, -4, 0, -9, -0.8, 0.8
> CC(=O)c1cc2ccccc2oc1=O
    -1, 0.7, 0.6, 0.3, 0, 0, -3, -7, -11, -0.7, 0.1
> O=C1CCCCC1
    -4, -0.1, -1.7, -0.4, -5, 1, -8, 1, 0, -1.1, 0.1
> CC(=O)Nc1ccc(NC(=O)Cn2cnc(S(=O)(=O)N3CCOCC3)c2)cc1
    2, -0.4, -1.7, 0.8, -5, -1, -1, 0, -1, -1.5, -0.4
> CCOC(=O)c1sc(Nc2nc3c(F)cccc3s2)cc1C
    -1, -0.2, 5.4, 16*, 3, -368, -2, -86, -439, 0.0, 0.5
> CC(=O)c1cnn(-c2nc3c(C)cccc3s2)c1C
    -1, 1.4, 1.6, 1.5, 0, -6, 11, -7, -4, -0.4, 3.5
> COc1cc(NS(=O)(=O)c2ccc(NC(=O)/C(=C/c3ccccc3Cl)NC(=O)c3ccccc3)cc2)nc(OC)n1
    -3, 1.1, 0.6, -0.2, -4, 0, -4, 4, 1, -1.1, 0.8
> O=C(O)/C=C\C(=O)Nc1ccccc1C(=O)N1CCN(c2ccc(Cl)cc2)CC1
    0, -0.8, -0.4, -1.7, 2, -12, -4, -9, -20, -0.6, -0.7
> O=C1c2ccccc2CN1c1ccccc1
    9.7*, 0.6, 2.4, 6.2, -2, 2, -2, 1, 0, -0.9, -1.0
> O=C(c1cccs1)N(Cc1cccc(Cl)c1)C1CCS(=O)(=O)C1 (centres undefined)
    4, -0.4, -1.4, 0.0, -5, 0, -2, -4, 1, -1.4, 0.4
> CC(C)OC(=O)CSc1nc(Cc2ccccc2)nc2ccccc12
    -1, 0.4, -2.4, -1.2, -1, -3, 9, 3, -3, -1.6, -0.3
> CCN(CCCNc1ncnc2nc[nH]c12)c1cccc(C)c1
    -7, -1.1, -1.7, -4.5, 4, -1, -11, -4, -6, -1.4, -0.4
> Cc1nnc(N/N=C/c2ccccc2O)n1N
    -13, -2.7, -4.3, -14, 9, 8, 4, 0, 2, -3.4, -2.5
> CCOC(=O)Nc1nc2ccc(Cn3cccc3)cc2[nH]1
    7, -0.6, 4.0, 5.1, -3, 3, 6, -7, 3, -0.8, 2.8

# Screening results as filed in PubChem BioAssay.
